TrxR1 substrate = qHTS Assay for Substrates of Mammalian Selenoprotein Thioredoxin Reductase 1 (TrxR1): qHTS; purified TrxR1 substrate turnover, NADPH consumption readout; Potency, µM (top dose mostly 114 µM), inactives show top-dose activity change, negative = substrate turnover; actives 0.01% (n = 390,000); Thioredoxin reductase 1, cytoplasmic (Rattus norvegicus), O89049; also: potency is read from the fitted curve at half-maximal effect; % is scaled to controls: 0 for no effect and ±100 for the full control effect; nearly all actives have a fitted effect of over 50% in size
Target sequence (O89049 whole entry, looked up): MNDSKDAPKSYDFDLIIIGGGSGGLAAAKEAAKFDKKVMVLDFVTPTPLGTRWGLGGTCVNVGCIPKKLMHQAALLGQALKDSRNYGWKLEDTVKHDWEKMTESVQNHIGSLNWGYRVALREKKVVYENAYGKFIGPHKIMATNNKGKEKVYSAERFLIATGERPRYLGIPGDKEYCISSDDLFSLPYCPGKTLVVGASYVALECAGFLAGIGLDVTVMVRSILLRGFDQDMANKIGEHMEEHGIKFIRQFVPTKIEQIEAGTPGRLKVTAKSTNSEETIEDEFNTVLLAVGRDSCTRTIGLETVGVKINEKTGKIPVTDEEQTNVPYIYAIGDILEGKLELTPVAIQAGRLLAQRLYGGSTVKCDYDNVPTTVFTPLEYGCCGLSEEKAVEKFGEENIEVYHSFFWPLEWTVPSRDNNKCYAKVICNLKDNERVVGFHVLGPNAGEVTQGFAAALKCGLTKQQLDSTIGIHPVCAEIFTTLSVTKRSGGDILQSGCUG
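Rat TrxR1, dispensed at 90 nM, was prereduced with 400 uM NADPH (final) for 5 min at ~22 deg C, then incubated with compound 15 min before 400 uM selenite. A first-read NADPH fluorescence drop versus no-compound background flagged substrates.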
Glioma ERSR ind = qHTS for Inducers of the Endoplasmic Reticulum Stress Response (ERSR) in Human Glioma: qHTS; U87-MG GRP78 promoter luciferase reporter, 16 h; actives 0.02% (n = 420,000); Potency, µM, inactives show top-dose activation, most hits filed as activators; also: potency is read from the fitted curve at half-maximal effect; series mostly up to about 76 µM; % of control where 0% means no effect; nearly all actives have a fitted effect of over 35% in size
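Stably transfected U87-MG human glioma cells carrying a GRP78-based luminescent sensor were seeded at 1000 cells/well, pin-dosed with compounds and incubated 16 h. Luciferase reagent was then added, and end-point luminescence was read after 10 min at room temperature.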
rTrxR1 inhibitor = qHTS Assay for Inhibitors of Mammalian Selenoprotein Thioredoxin Reductase 1 (TrxR1): qHTS; actives 1% (n = 390,000); Potency, µM (titrated, usually from 114 µM), for the others: at the top dose activity change, negative = inhibition, usual class: inhibitors; Thioredoxin reductase 1, cytoplasmic (Rattus norvegicus), O89049; recombinant rTrxR1, NADPH fluorescence consumption, selenite substrate; also: potency is read from the fitted curve at half-maximal effect; % is scaled to controls: 0 for no effect and ±100 for the full control effect; nearly all actives have a fitted effect of over 65% in size
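Rat TrxR1 (90 nM in the dispensed reagent) was pre-reduced with 400 uM NADPH for 5 min at room temperature, then incubated with compound for 15 min. After 400 uM selenite was added, NADPH fluorescence (Ex 340/Em 450 nm) was followed for 8 min.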
USP1-UAF1 inh = Inhibitors of USP1/UAF1: Primary Screen; Potency, µM (highest dose often 57.1 µM), inactives show at the highest dose activity change, negative = inhibition, hits mostly inhibitors; actives 0.23% (n = 390,000); Ubiquitin carboxyl-terminal hydrolase 1 (Homo sapiens), O94782; recombinant USP1/UAF1, Ub-Rhodamine cleavage fluorescence; also: potency is read from the fitted curve at half-maximal effect; % is scaled to controls: 0 for no effect and ±100 for the full control effect; nearly all actives have a fitted effect of over 60% in size; inactives centre near -12
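In this screen, compounds sit with the deubiquitinase complex (1nM) for 15 min at room temperature before Ub-Rho is added at 150nM final. Fluorescence rise is then followed for 6 reads every 60 seconds.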
Vif-A3F inh = qHTS for Inhibitors of Vif-A3F Interactions: qHTS. HeLa A3F-eYFP + Vif (tagged APOBEC3F with the HIV-1 protein that degrades it), YFP fluorescence increase. Potency, µM (titrated, usually from 46.1 µM), for the others: at the highest dose activity, negative = active. actives 0.2% (n = 390,000). AID 602313, 2012; also: potency is read from the fitted curve at half-maximal effect; % of control where 0% means no effect; nearly all actives have a fitted effect of over 65% in size
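Fluorescence increase (Ex 488/Em 500-530) after overnight compound treatment at 37 deg C flags inhibition of Vif-driven A3F-eYFP loss in stable HeLa A3F-eYFP/Vif cells seeded overnight beforehand.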
LDHA inh = qHTS assay for inhibitors of human lactate dehydrogenase. L-lactate dehydrogenase A chain (Homo sapiens), P00338. AID 1347041, 2019. actives 0.15% (n = 480,000). purified LDHA, NADH/diaphorase-resazurin fluorescence; active compounds read low. activity change, % (values are at about 110 or 230 µM); in the data active = activity change below about -30%; inconclusive = mostly about -25% to -30%;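 also: plate controls were DMSO wells for no effect and wells without enzyme for full effect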
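Remaining NADH was detected by diaphorase (0.133 mg/mL) converting 37 µM resazurin to fluorescent resorufin, read at 0 and 20 minutes. The preceding 5-minute room-temperature reaction used 2 nM LDHA, 0.2 mM sodium pyruvate and 0.06 mM NADH at pH 7.4.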
Vif-A3G inh = qHTS for Inhibitors of Vif-A3G Interactions: qHTS; DNA dC->dU-editing enzyme APOBEC-3G (Homo sapiens), Q9HC16; HeLa A3G-eYFP + Vif (tagged APOBEC3G with the HIV-1 protein that degrades it), YFP fluorescence, overnight; Potency, µM (top dose mostly 46.1 µM), without a hit: at the top dose activity, negative = active, hits mostly inhibitors; actives 0.076% (n = 410,000);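 also: potency is read from the fitted curve at half-maximal effect; % is scaled to controls: 0 for no effect and ±100 for the full control effect; nearly all actives have a fitted effect of over 60% in size; hits raise eYFP signal because A3G escapes Vif-driven loss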
Target sequence (Q9HC16 whole entry, looked up): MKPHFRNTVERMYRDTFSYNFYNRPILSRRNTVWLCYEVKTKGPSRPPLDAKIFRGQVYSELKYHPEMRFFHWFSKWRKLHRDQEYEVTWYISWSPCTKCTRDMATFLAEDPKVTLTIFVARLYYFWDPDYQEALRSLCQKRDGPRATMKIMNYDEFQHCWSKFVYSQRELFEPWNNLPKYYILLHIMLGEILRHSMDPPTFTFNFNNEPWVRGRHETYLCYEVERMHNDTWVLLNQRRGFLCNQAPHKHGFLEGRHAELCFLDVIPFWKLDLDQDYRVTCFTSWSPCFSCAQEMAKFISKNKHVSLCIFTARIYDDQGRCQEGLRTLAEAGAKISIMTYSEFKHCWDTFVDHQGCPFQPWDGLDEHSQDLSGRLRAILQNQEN
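Read-out is eYFP fluorescence (Ex 488/Em 500-530) from Vif-expressing HeLa A3G-eYFP cells; more signal means A3G escaped Vif-mediated degradation. Cells plated overnight, compound pinned in, incubated overnight at 37 deg C.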
RGS4 inhibitor = Inhibitors of Regulator of G Protein Signaling (RGS) 4: qHTS; Transcreener GDP fluorescence polarization, RGS4-accelerated GTP hydrolysis; Potency, µM (series often up to 114 µM), for the others: at the highest dose activity change, negative = inhibition, hits mostly inhibitors; actives 0.039% (n = 390,000); also: potency is read from the fitted curve at half-maximal effect; % is scaled to controls: 0 for no effect and ±100 for the full control effect; nearly all actives have a fitted effect of over 75% in size; some results filed as inactive show a strong effect at the top dose
Target sequence (P49798 whole entry, looked up): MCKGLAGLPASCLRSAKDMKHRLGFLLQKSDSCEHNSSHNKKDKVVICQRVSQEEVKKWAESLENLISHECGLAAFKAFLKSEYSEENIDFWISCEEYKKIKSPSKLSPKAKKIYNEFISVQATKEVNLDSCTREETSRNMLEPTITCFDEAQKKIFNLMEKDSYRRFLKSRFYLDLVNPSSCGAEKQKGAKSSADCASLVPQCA
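MLSMR compounds (23 nl, pin-transferred) preincubated 10 min at room temperature with a 500nM (2x) first reagent, then RGS4 at 900nM (2x) plus Transcreener GDP mix added; fluorescence polarization (620/688 nm) read before and after 90 min at 30 °C.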
mIDH1 inhibitor = qHTS for Inhibitors of mutant isocitrate dehydrogenase 1 (IDH1): qHTS; Isocitrate dehydrogenase [NADP] cytoplasmic (Homo sapiens), O75874; Potency, µM (highest dose often 76.6 µM), inactives show at the top dose activity change, negative = inhibition, actives largely listed as inhibitors; AID 602179, 2012; IDH1-R132H enzyme, NADPH consumption, diaphorase/resazurin fluorescence; actives 0.093% (n = 390,000); also: potency is read from the fitted curve at half-maximal effect; % is scaled to controls: 0 for no effect and ±100 for the full control effect; nearly all actives have a fitted effect of over 65% in size
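IDH1-R132H (0.5 ug/mL dispensed) in pH 7.5 Tris buffer was preincubated 30 min with compound, then given a substrate mix of 0.016 mM NADPH and 2 mM alpha-KG for 80 min at room temperature; remaining NADPH was read by diaphorase/resazurin fluorescence.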
* = called active by the depositor; ? = inconclusive; · = no result given; & = joins results of further samples; [ ] = dose if it differs, or a comment. Unless noted, calls follow the shape of the dose curve; as a rule, active = well fitted curve in the direction sought with a large enough effect; inconclusive = small, poorly fitted or top-dose-only effect, or another doubt; inactive = no such curve, though single readings can be large; an effect the other way counts as inactive or inconclusive. This is a subset. The share of hits here may be higher or lower than overall.

Each structure is followed by: rTrxR1 inhibitor, Glioma ERSR ind, RGS4 inhibitor, TrxR1 substrate, LDHA inh, Vif-A3G inh, Vif-A3F inh, USP1-UAF1 inh, mIDH1 inhibitor
O=C(COC(=O)c1cccnc1Cl)Nc1cc(S(=O)(=O)N2CCCCC2)ccc1Cl
  35%[activator][57.1 µM], -6%, -11%, 10%[57.1 µM], -7, -2%, -12%, 4%, 3%
CC(=O)c1sc(NC(=O)C2CCN(c3ncnc4sc(C)c(C)c34)CC2)nc1-c1ccccc1
  11%, -5%, 2%, -3%, -3, -1%, 10%, -9%, 6%
CN(CC(=O)Nc1ccc(OC(F)(F)F)cc1)C(=O)/C=C/c1cc2c(cc1[N+](=O)[O-])OCO2
  13%, -5%, -12%, -6%, -8, -1%, 1%, -24%, -6%
O=C(CCCn1c(=O)c2cccn2c2cccnc21)NCc1cccc(Br)c1
  9%, -1%, -17%, 11%, 0, 1%, ?, -6%, 5%
Fc1ccc(Nc2nc(-c3ccncc3)nc3ccccc23)cc1F
  9%, -4%, ?, -6%, 1, -5%, -1%, -14%, 4%
COc1ccc2[nH]c(=O)c(CNc3cccc(C)c3)cc2c1
  -5%, 0%, -32%, 0%, 4, 1%, 2%, -24%, 8%
Cc1ccc(-c2nn(-c3ccccc3)c3c2cnc2ccccc23)cc1C
  -24%, -3%, -18%, -8%, 3, -3%, -5%, -17%, 0%
Cc1ccc(NC(=O)CCc2nc(-c3cccs3)no2)c(Br)c1
  -12%, -1%, 21%, -9%, 0, -1%, -3%, -3%, -9%
COc1ccc(S(=O)(=O)N2CCN(Cc3ccc(Cl)cc3)CC2)cc1
  27%, -3%, -5%, 5%, -21, -3%, 0%, -16%, -1%
NS(=O)(=O)c1cc(C(=O)OCC(=O)Nc2ccc(Cl)cc2[N+](=O)[O-])ccc1Cl
  21%[57.1 µM], 2%, -35%, -14%[57.1 µM], -2, -2%, 7%, -9%, 9%
Cc1cc(NC(=O)/C=C\C(=O)O)c([N+](=O)[O-])cc1C
  -1%[57.1 µM], -2%, -22%, 3%[57.1 µM], 0, 0%, -8%, -12%, 1%
O=c1oc(Nc2ccc(F)cc2)nc2ccccc12
  37%[activator][57.1 µM], -11%, -11%, 18%[57.1 µM], -3, 4%, -4%, -11%, 7%
COc1cc(-c2c(NC(=O)c3ccco3)oc3c(C)cccc3c2=O)cc(OC)c1OC
  4%, 0%, 34%, -12%, -6, 0%, 8%, -9%, 17%
CCCn1c(C(=O)OC)cc2c1ccn2-c1ccc(F)cc1
  16%, 3%, 11%, 10%, 11, -6%, -7%, ?, 4%
Cc1c(NC(=S)NC(=O)c2cccc(Br)c2)c(=O)n(-c2ccccc2)n1C
  4%, -1%, 5%, -2%, -7, -2%, -4%, 5%, -13%
COc1cccc(C2c3[nH]c4ccccc4c3C[C@H]3C(=O)N(c4ccccc4C(=O)N4CCC(C(=O)O)CC4)C(=O)N23)c1 (stereo partly specified)
  9%, 0%, -4%, 6%, 2, -3%, -3%, -21%, -7%
O=C1CC(c2ccccc2)CC(=O)N1c1ccc(C(F)(F)F)cc1
  13%, -1%, 8%, -5%, -12, 2%, 0%, 19%, -1%
O=C(c1ccc(N2CCCC2=O)cc1)N1CCN(c2ccccc2)CC1
  8%, 3%, 29%, -2%, 3, 0%, -4%, -4%, -4%
Cc1ccc2c(c1)c(-c1csc(N)n1)c(C)n2C
  11%[57.1 µM], -3%, -38%, 5%[57.1 µM], 12, 1%, 8%, -19%, 4%
CCOC(=O)c1ccc(NC(=O)N2CCOc3ccccc32)cc1
  34%, 1%, 1%, 7%, 2, 2%, 7%, 6%, -1%

Rewritten with each value named: part of the list above
Fc1ccc(Nc2nc(-c3ccncc3)nc3ccccc23)cc1F
  rTrxR1 inhibitor: 9% | Glioma ERSR ind: -4% | RGS4 inhibitor: ? | TrxR1 substrate: -6% | LDHA inh: 1 | Vif-A3G inh: -5% | Vif-A3F inh: -1% | USP1-UAF1 inh: -14% | mIDH1 inhibitor: 4%
COc1ccc2[nH]c(=O)c(CNc3cccc(C)c3)cc2c1
  rTrxR1 inhibitor: -5% | Glioma ERSR ind: 0% | RGS4 inhibitor: -32% | TrxR1 substrate: 0% | LDHA inh: 4 | Vif-A3G inh: 1% | Vif-A3F inh: 2% | USP1-UAF1 inh: -24% | mIDH1 inhibitor: 8%
Cc1ccc(-c2nn(-c3ccccc3)c3c2cnc2ccccc23)cc1C
  rTrxR1 inhibitor: -24% | Glioma ERSR ind: -3% | RGS4 inhibitor: -18% | TrxR1 substrate: -8% | LDHA inh: 3 | Vif-A3G inh: -3% | Vif-A3F inh: -5% | USP1-UAF1 inh: -17% | mIDH1 inhibitor: 0%

Additional results follow:
Each structure is followed by: rTrxR1 inhibitor, Glioma ERSR ind, RGS4 inhibitor, TrxR1 substrate, LDHA inh, Vif-A3G inh, Vif-A3F inh, USP1-UAF1 inh, mIDH1 inhibitor
O=C(O)COc1ccccc1/C=N/NC(=O)CNC(=O)c1ccco1
  7%, 12%, -2%[56.9 µM], -4%, -4, 1%, -12%, -10%, 3%
COC1=C/C(=C/c2c(N)n3cc(C)sc3nc2=O)C=CC1=O
  ?, -1%, -29%, -16%, 7, -16%, 0%, -16%, 16%
COc1ccccc1NC(=O)C1=C(C)Nc2ncnn2C1c1sccc1C (stereo unspecified)
  11%[57.1 µM], -3%, -16%, 3%[57.1 µM], -1, -5%, -4%, -18%, 1%
O=C(Nc1nc(-c2cccc([N+](=O)[O-])c2)cs1)C(c1ccccc1)c1ccccc1
  12%, -4%, 18%, 0%, -1, -7%, ·, 5%, -3%
O=C(COC(=O)c1cncc(Br)c1)NCCC1=CCCCC1
  -20%, 0%, -6%, 5%[57.1 µM], 4, 2%, -18%, -18%, 5%
Cc1nn(-c2ccccc2)c(=S)c2ccccc12
  0%, 4%, 1%, -2%, -4, -2%, 2%, -17%, -12%
CCOc1cccc(C(=O)NC(=S)Nc2ccc3c(c2)OCCO3)c1
  -73%, 3%, -29%, 6%[57.1 µM], -1, -1%, -13%, -6%, -2%
CCCCn1c(N)c(N(CC(C)C)C(=O)c2cccc(S(=O)(=O)N3CC(C)OC(C)C3)c2)c(=O)[nH]c1=O (stereo unspecified)
  6%[57.1 µM], -7%, -16%, 3%[57.1 µM], -1, 1%, -23%, -20%, 2%
O=C(CN1Cc2ccccc2C1=O)Nc1ccc2c(c1)OCCO2
  4%, -3%, -4%, 1%, 0, -1%, -4%, -8%, -3%
CCc1nnc(NC(=O)c2ccc(N(C)S(=O)(=O)c3ccccc3)cc2)s1
  34%, -2%, 40%, 5%, -9, 3%, -1%, -12%, 19%
Cc1cc(C([O-])=C(C(=S)Nc2ccccc2)[n+]2ccccc2)c(C)n1-c1ccccc1
  ?, -6%, -45%, -6%, 18, 2%, -1%, -10%, -14%
CCCn1c(CCC(=O)Nc2ccccc2Cc2ccccc2)nc2cc(S(=O)(=O)N3CCOCC3)ccc21
  21%[57.1 µM], 2%, -14%, 6%[57.1 µM], -4, -9%, -15%, -8%, 2%
COc1cccc(NC(=O)CN(C)CC(=O)Nc2ccccc2-c2ccccc2)c1
  2%, -3%, 33%, -10%, -23, 5%, -11%, -4%, 0%
Cc1cccc(C)c1NC(=O)NCCCN1CCN(c2ccccc2)CC1
  -9%&5%, -2%&-5%, -7%&8%, -2%&0%, 2&-2, -5%&-3%, 0%&1%, -19%&18%, 2%&18%
CC(=O)N(CN1C(=O)c2ccccc2C1=O)c1cccc(C)c1
  25%[57.1 µM], -1%, 28%, 12%[57.1 µM], -4, 2%, -3%, -11%, 0%
O=C(N=C1SC2CS(=O)(=O)CC2N1c1c(Cl)cccc1Cl)C1CC1 (stereo unspecified)
  33%, -3%, 10%, 7%, -5, 1%, -23%, -5%, -8%
O=C(O)/C=C\c1ccccc1Oc1cccc(Cl)c1
  -2%[57.1 µM], 0%, 17%, 0%[57.1 µM], -10, -9%, 7%, -18%, -6%
CCOC(=O)c1ccc(NC(=O)CSc2nc3ccccc3c(=O)n2CCNC(C)=O)cc1
  4%[57.1 µM], -4%, -7%, 0%[57.1 µM], 1, -1%, 0%, -22%, 13%
Cc1ccc(NC(=O)c2ccc3c(=O)n4nc(Nc5ccccc5C)sc4nc3c2)cc1C
  25%, 2%, -19%, 3%, 4, 2%, 4%, ?, -9%

Screening results: PubChem, National Center for Advancing Translational Sciences (NCATS)
